Compound activity: PubChem, NMMLSC
MEP2-GFP yeast – modulators of TOR pathway MEP2-GFP in S. cerevisiae; AID 2016; GFP response vs DMSO, % at 10 µM; 0.51% of 330,000 active; S. cerevisiae MEP2-GFP strain, flow cytometry GFP, 3 h; 100% = DMSO control level;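 active = GFP response versus DMSO above a set limit, roughly screen mean plus 3 SD, cut at about 180% in these data; inconclusive = fewer than 70 cells counted for a yeast strain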;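 also: median GFP fluorescence of the barcode-gated MEP2-GFP cells per well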
VLA-4 inh – inhibition in a human VLA-4 binding assay; P13612; VLA-4 expressing cells, ligand binding flow cytometry; inhibition, % (about 7 µM as worked out from the volumes in the protocol); 0.2% of 330,000 active; AID 2557; in the data active = inhibition above about 50%
Target sequence (P13612 whole entry, looked up): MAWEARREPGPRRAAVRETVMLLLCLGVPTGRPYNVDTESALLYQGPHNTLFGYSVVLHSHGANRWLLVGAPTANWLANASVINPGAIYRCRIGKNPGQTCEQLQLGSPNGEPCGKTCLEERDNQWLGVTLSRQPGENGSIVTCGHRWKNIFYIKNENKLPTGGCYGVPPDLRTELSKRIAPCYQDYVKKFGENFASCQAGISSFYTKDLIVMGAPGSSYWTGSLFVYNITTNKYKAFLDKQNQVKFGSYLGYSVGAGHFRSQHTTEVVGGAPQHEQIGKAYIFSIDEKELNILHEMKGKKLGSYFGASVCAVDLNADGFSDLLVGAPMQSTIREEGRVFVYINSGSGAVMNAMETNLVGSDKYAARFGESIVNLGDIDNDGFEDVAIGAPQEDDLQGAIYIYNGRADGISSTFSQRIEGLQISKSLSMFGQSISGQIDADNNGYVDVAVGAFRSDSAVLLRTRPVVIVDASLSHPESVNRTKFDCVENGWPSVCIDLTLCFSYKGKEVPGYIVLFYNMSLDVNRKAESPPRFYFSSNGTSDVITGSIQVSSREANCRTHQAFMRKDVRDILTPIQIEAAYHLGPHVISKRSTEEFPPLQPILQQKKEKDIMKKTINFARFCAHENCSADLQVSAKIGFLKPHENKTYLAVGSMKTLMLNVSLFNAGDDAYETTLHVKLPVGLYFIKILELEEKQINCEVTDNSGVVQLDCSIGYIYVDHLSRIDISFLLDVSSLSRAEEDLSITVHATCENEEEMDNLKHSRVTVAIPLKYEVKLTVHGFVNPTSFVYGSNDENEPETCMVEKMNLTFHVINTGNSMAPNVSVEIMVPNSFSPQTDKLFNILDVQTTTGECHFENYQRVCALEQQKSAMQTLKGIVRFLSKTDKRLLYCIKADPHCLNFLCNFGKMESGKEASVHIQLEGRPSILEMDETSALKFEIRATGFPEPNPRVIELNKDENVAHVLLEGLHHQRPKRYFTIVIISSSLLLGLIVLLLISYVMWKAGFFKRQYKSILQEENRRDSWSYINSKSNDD
CR mimetic SO – lowers age-related superoxide in aged yeast cells; 0.18% of 330,000 active; S. cerevisiae aged cells, superoxide DHE fluorescence; stronger effect = lower value; AID 2690; superoxide response (% of plate mean), % at 10 µM;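 active = superoxide response under a set limit, about three screen SD below normal, cut at about 65% in these data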;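 also: yeast aged for seven days with compound at 30 °C before DHE staining; 100% = average MFI of all compound-treated wells on the plate with controls excluded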
RPL19A-GFP yeast – yeast TOR pathway RPL19A-GFP modulation | 0.3% of 330,000 active | S. cerevisiae RPL19A-GFP strain, flow cytometry, 3 h; stronger effect = lower value | AID 2025 | percent response vs DMSO, % at 10 µM;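 active = percent response vs DMSO below 50%; inconclusive = fewer than 70 events counted for the yeast strain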;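 also: median channel GFP fluorescence of the barcoded RPL19A-GFP strain; ratio of sample median GFP to plate DMSO average so 100% = DMSO; lower means less RPL19A-GFP as with rapamycin TOR inhibition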
GRK2 inh – inhibitors of human GRK2 displacing RNA aptamer; P25098; bead flow cytometry, FAM-aptamer displacement from GRK2; 0.59% of 330,000 active; inhibition of aptamer binding, % at 10 µM; AID 488847;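 active = inhibition of aptamer binding above 40%, roughly 3 SD of noise, on plates passing a quality check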;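 also: median bead fluorescence of bound FAM aptamer so fluorescent compounds give negative values; no value below 0 was filed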
CIT2 TOR yeast – alters CIT2-GFP fluorescence in TOR pathway yeast screen | 0.065% of 320,000 active | AID 2029 | GFP response vs DMSO, % at 10 µM | S. cerevisiae CIT2-GFP strain, flow cytometry, 3 h; 100 means same as DMSO wells;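 active = GFP response relative to DMSO above a set limit, near the screen mean plus 3 SD, cut at about 150% in these data; inconclusive = Fewer than 70 cells measured for a yeast strain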;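 also: ratio of well median GFP fluorescence to mean of DMSO wells on the plate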
LAP4 TOR yeast – alters LAP4-GFP fluorescence in TOR pathway yeast screen | S. cerevisiae LAP4-GFP multiplex, flow cytometry GFP, 3 h; median GFP as percent of DMSO wells | GFP response vs DMSO, % at 10 µM | 0.34% of 320,000 active | AID 2023;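 active = GFP response vs DMSO above a set limit, about the screen mean plus 3 SD, cut at about 150% in these data; inconclusive = under 70 cell events counted for the yeast strain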
AGP1 TOR yeast – yeast TOR pathway AGP1-GFP modulation. S. cerevisiae AGP1-GFP multiplex flow cytometry, 3 h; GFP as percent of DMSO wells. GFP response vs DMSO, % at 10 µM. 0.02% of 320,000 active;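 active = GFP response relative to DMSO above a set limit, near screen average plus 3 SD, cut at about 150% in these data; inconclusive = fewer than 70 cells counted for the yeast strain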;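 also: median GFP channel fluorescence of the gated AGP1 strain per well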
Starred values were filed as active, the others as inactive; ? = inconclusive; · = not tested or not shown; [ ] = dose if it differs, or a comment.

SMILES	MEP2-GFP yeast	VLA-4 inh	CR mimetic SO	RPL19A-GFP yeast	GRK2 inh	CIT2 TOR yeast	LAP4 TOR yeast	AGP1 TOR yeast
CN(CC(=O)Nc1cccc(F)c1)C(=O)c1ccncc1	99	-2	107	103	0	109	96	95
COc1ccccc1NC(=O)c1cc(-c2ccc(C)o2)nc2ccccc12	105	-10	105	101	0	102	101	102
COC(=O)c1c(NC(=O)c2ccco2)sc2c1CCN(C(C)C)C2	108	-4	92	102	4	107	131	111
Cc1ccc(S(=O)(=O)[N-]c2nc3ccccc3nc2-n2cc[n+](CCC(C)C)c2)cc1	93	5	101	90	5	87	82	88
CCOc1ccccc1C1C(C#N)=C(N)SC(N)=C1C#N	105	4	86	96	1	103	112	99
Cn1cccc1CC(=O)N/N=C/c1cc([N+](=O)[O-])ccc1Cl	95	11	106	91	0	88	102	101
O=c1c2c([N+](=O)[O-])cc([N+](=O)[O-])cc2sn1Cc1ccccc1	100	21	118	99	4	99	107	101
COc1ccc(-c2[nH]ncc2CNCCc2ncccc2C)cc1F	106	6	110	98	0	97	98	100
Cc1ccc(S(=O)(=O)N2CCC(C(=O)NNC(=O)c3ccncc3)CC2)cc1	108	22	112	102	0	106	99	107
COC(=O)c1ccc(NC(=O)CC(=O)Nc2ccc(C(=O)OC)cc2)cc1	106	11	94	99	0	98	86	93
Cc1cc(C)n(S(=O)(=O)c2ccc3oc(=O)ccc3c2)n1	107	3	95	103	30	104	96	103
O=c1c2ccccc2nnn1Cc1ccc(F)cc1	97	-5	74	96	1	95	108	104
Cc1cc(OCn2ccc(C(=O)O)n2)ccc1Cl	99	-6	105	99	0	102	104	101
COc1ccccc1/C=N/Nc1nccnc1Cl	102	-1	87	97	3	102	107	101
COc1cccc(NC=C2C(=O)OC(C)(C)OC2=O)c1	116	-32	97	98	1	102	107	103
NS(=O)(=O)c1ccc(NC(=O)c2ccc(S(=O)(=O)N3CCCCCC3)cc2)cc1	106	3	87	104	3	104	96	99
CCC(=O)c1ccc(OCC(O)CNC2CCCC2)cc1 (stereo unspecified)	105	10	103	109	1	109	108	110
Fc1cccc(Cl)c1CSc1ccc2nnc(-c3ccccn3)n2n1	111	4	103	103	0	109	84	100
O=S(=O)(NC1CCCCC1)c1ccc(Br)cc1	105	25	102	98	0	101	106	102
Oc1c(Cl)cc(Cl)cc1C=Nc1ccc2c(c1)OCCO2	101	8	100	98	1	94	101	101
Nc1nnc(SCC(=O)c2ccco2)s1	112	-8	105	108	0	118	112	112
CC(OC(=O)CC1CCCCC1)C(=O)Nc1ccc(S(N)(=O)=O)cc1 (stereo unspecified)	96	38	101	96	4	103	97	97
CCn1ncc(Br)c1C(=O)NC(C)c1ccccc1 (stereo unspecified)	94	-5	85	92	1	81	84	92
Cc1ccc(C)c(N2CCN(C(=O)Cn3ncc4c([nH]c5ccc(C)cc54)c3=O)CC2)c1	118	14	79	96	0	103	98	100
CCNS(=O)(=O)c1ccc(NC(=O)Cc2ccc(F)cc2)cc1	98	15	86	97	8	97	93	106
CCN(CC)C(=O)CSc1nc2cc(OC)c(OC)cc2c(=O)n1Cc1ccc(Cl)cc1	107	0	85	110	1	118	103	113
CCOC(=O)CCNC(=O)N1CCCC(CNS(=O)(=O)c2cccs2)C1 (stereo unspecified)	116	1	95	104	0	92	95	112
CCCCCCCCc1nnc(NC(=O)c2ccco2)s1	104	17	109	101	10	100	103	103
CCCCNC(=O)Nc1ccccc1C(=O)NCCC	101	-5	94	97	0	101	98	100
O=c1oc(CCO)cc2ccc(Br)cc12	82	0	119	86	1	85	99	89
CN(C(=O)Nc1ccc(Cl)cc1Cl)C1CCCC1	114	5	80	106	22	94	112	100
COc1ccc(CNC(=O)C(C)OC(=O)c2cccs2)cc1 (stereo unspecified)	104	-8	92	101	0	105	104	96
COC(=O)/C=c1\sc2n(c1=O)C(C)=CC(C)(C)N=2	106	1	108	102	0	86	104	99
CC(C(=O)Nc1ccccc1C(F)(F)F)N1CCN(C)CC1 (stereo unspecified)	103	1	105	100	·	105	95	94
O=c1oc(-c2cccc(S(=O)(=O)N3CCOCC3)c2)nc2ccccc12	98	14	89	98	0	97	97	97
Nc1ccc(Cl)c(-c2nc3ncccc3o2)c1	97	9	100	97	3	97	96	94
Cc1ccc(C)c(Cn2nnc3c(=O)[nH]c(C4CCCN(S(=O)(=O)Cc5ccccc5)C4)nc32)c1 (stereo unspecified)	103	7	116	103	0	102	92	99
Cc1ccc(-n2c([O-])nc(-[n+]3ccccc3)c2C=O)cc1	104	11	93	99	3	102	96	104
COc1ccc(C(=O)NCc2cc(C)nc3ccccc23)cc1OC	101	7	103	98	1	98	106	103
CCOC(=O)N1CCC(NC(=O)c2cc3c(=O)[nH]c4ccccc4c3n2C)CC1	90	1	102	85	0	92	107	100

Ordered by heavy-atom count (low to high): some entries from above
SMILES	MEP2-GFP yeast	VLA-4 inh	CR mimetic SO	RPL19A-GFP yeast	GRK2 inh	CIT2 TOR yeast	LAP4 TOR yeast	AGP1 TOR yeast
Nc1ccc(Cl)c(-c2nc3ncccc3o2)c1	97	9	100	97	3	97	96	94
CCOC(=O)CCNC(=O)N1CCCC(CNS(=O)(=O)c2cccs2)C1 (stereo unspecified)	116	1	95	104	0	92	95	112
CCN(CC)C(=O)CSc1nc2cc(OC)c(OC)cc2c(=O)n1Cc1ccc(Cl)cc1	107	0	85	110	1	118	103	113

Further records.
SMILES	MEP2-GFP yeast	VLA-4 inh	CR mimetic SO	RPL19A-GFP yeast	GRK2 inh	CIT2 TOR yeast	LAP4 TOR yeast	AGP1 TOR yeast
CC1CCC(NC(=O)CCS(=O)(=O)c2ccc3c(c2)CCN3C(=O)C2CC2)CC1 (stereo unspecified)	97	17	113	102	2	101	102	101
CC1CCC(NC(=O)CC2Oc3ccccc3NC2=O)CC1 (stereo unspecified)	103	3	105	97	2	98	99	101
COC(=O)c1c(N2C(=O)[C@H]3[C@@H](C2=O)[C@]2(C(=O)Nc4c(C)cc(C)cc42)N2CCC[C@@H]32)sc(C)c1C	96	-397	118	99	0	108	95	96
CC(C)(C)NC(=O)NC(=O)CSc1n[nH]c(-c2ccccc2Br)n1	97	14	103	101	0	120	100	118
Fc1ccc2nc(Nc3nc4c(F)cc(F)cc4s3)sc2c1	99	4	104	98	0	100	102	102
O=S(=O)(NCc1ccccn1)c1ccccn1	103	-6	91	105	0	93	102	93
CC(=O)N1c2c(cc(Br)cc2S(=O)(=O)N2CCN(c3ccccc3F)CC2)CC1C (stereo unspecified)	87	3	108	99	0	100	99	102
CCCOc1ccc(N2C(=O)CC(NCC#N)C2=O)cc1 (stereo unspecified)	108	20	102	98	0	105	93	97
Cc1ccc(C(=O)c2nocc2C(=O)c2cccs2)cc1	100	7	86	98	3	89	155*	·
CN(C)c1ccc(/C=N/NC(=O)C(=O)/C=C2\NC3(CCCC3)Cc3ccccc32)cc1	98	26	86	96	5	81	99	89
COc1cc(CNCc2cccs2)ccc1OCC(N)=O	100	5	110	98	4	99	94	104
Cc1ccc(NC(=O)CSc2nnc(C3CC3)n2N)cc1S(=O)(=O)N1CCOCC1	99	5	108	94	2	92	96	100
CCN(CC)S(=O)(=O)c1ccc(N(C)Cc2ccc(C(F)(F)F)cc2)nc1	95	-11	87	90	0	82	104	86
CCn1c(Cc2cccs2)nnc1SCC(=O)c1ccc(C)cc1	101	-3	119	99	9	104	107	105
CCOC(=O)/C=c1\s/c(=C\c2c(OCC)ccc3ccccc23)c(=O)n1CC(=O)NCC1CCCO1 (stereo unspecified)	104	18	111	102	0	94	103	103
CCc1ccc(-c2nc(SCC(=O)NC3CCS(=O)(=O)C3)n[nH]2)cc1 (stereo unspecified)	97	-3	101	96	3	90	102	102
CC1(C)CC(=O)C2=C(C1)NC(=S)C(C#N)C21CCCCC1 (stereo unspecified)	94	4	101	97	4	94	115	100
O=S(=O)(NCCc1csc(-c2ccccc2)n1)c1cccnc1	107	-3	97	103	2	98	98	100
O=C(NCC1CC1)c1cc(-c2ccccc2)nn1CC1CC(c2cccnc2)=NO1 (stereo unspecified)	95	10	96	97	0	85	98	86
COc1ccc(NS(=O)(=O)c2ccc(NC(=S)NC(=O)/C=C/c3ccccc3)cc2)nn1	105	-2	94	101	0	98	102	99
COC(=O)N1C(=O)[C@@](CC(C)C)(c2ccccc2)N1C(=O)OC	89	4	112	98	4	78	119	79
Cc1ccc(NC2CCCN(C(=O)c3cn4cc(Cl)ccc4n3)C2)cc1C (stereo unspecified)	109	-16	92	104	2	122	93	105
Cc1cccc(NC(=O)C2C(c3ccccc3)C2(Cl)Cl)c1 (stereo unspecified)	93	8	113	102	0	101	90	96
Clc1ccc(/C=N/N2CCCCC2)cc1	100	-2	110	97	0	101	110	100
O=C(Nc1nccs1)c1cc([N+](=O)[O-])ccc1Cl	100	28	101	98	3	98	84	91
Nc1ccc(-c2nc(-c3ccccc3)nc3ccccc23)cc1	115	4	87	102	1	87	116	68
O=C(CSc1nc(-c2ccccc2)cc(=O)[nH]1)NCc1ccc2c(c1)OCO2	106	4	112	102	2	98	86	101
Cc1nnc(NC(=O)CSc2ncnc3c2cnn3-c2ccccc2C)s1	93	8	103	100	3	106	96	93
Clc1ccc(C2=NN=C3COc4ccccc4N3C2)cc1	102	14	85	103	2	108	91	95
Cc1ncc([N+](=O)[O-])n1S(=O)(=O)c1cc(Br)ccc1Br	99	6	103	104	1	106	89	100
C=CCn1c(SCC(=O)Nc2ccccc2C)nc(O)cc1=O	100	3	99	95	0	92	91	92
CC(C)CNC(=O)C(=O)NN=C1CCCCCC1	98	-2	100	101	0	101	96	96
Cc1cc2n(c1)CCn1c(C)ccc1-2	104	-27	113	96	0	96	97	98
Cc1ccc(O)c(C(=O)c2cc(C#N)c3nc4ccccc4n3c2)c1	109	-15	113	108	1	110	102	106
Cc1ccc(C2C(C#N)=C(N)N(c3ncn[nH]3)C3=C2C(=O)CC(C)(C)C3)cc1 (stereo unspecified)	98	7	108	96	2	99	101	98
O=C(CSc1nc2c(sc3ccccc32)c(=O)n1CCCN1CCCC1)NCc1ccco1	107	6	106	101	0	111	111	121
Oc1cccc(Nc2c3ccccc3nc3ccccc23)c1	102	-22	68	103	0	113	99	104
O=c1[nH]c(/C=C/c2ccccc2OC(F)F)nc2c1cnn2-c1ccccc1	117	31	99	104	0	105	100	91
Cc1ccc(C(=O)NNC(=O)c2cccc(S(=O)(=O)N3CCN(c4ccccc4)CC3)c2)cc1	102	-3	88	103	0	96	92	101
O=C(OCCN1CCCCC1)c1ccccc1Cl	96	9	99	99	4	96	97	97
Cn1c(=O)n(C)c2cc([N+](=O)[O-])c(N3CCN(S(C)(=O)=O)CC3)cc21	104	9	105	98	0	94	88	97
CCN1C(=O)/C(=C\c2cccc(OC(=O)c3ccco3)c2)SC1=S	?	-6	97	47*[may fluoresce violet]	3	?	77[may fluoresce violet]	?
CC(C)Nc1nnc(SC(C)C(=O)Nc2ccc(N3CCOCC3)cc2)s1 (stereo unspecified)	104	20	81	97	1	100	98	95

Compound profiles (already shown):
CCN1C(=O)/C(=C\c2cccc(OC(=O)c3ccco3)c2)SC1=S is listed as MEP2-GFP yeast = ?; VLA-4 inh = -6; CR mimetic SO = 97; RPL19A-GFP yeast = 47*[may fluoresce violet]; GRK2 inh = 3; CIT2 TOR yeast = ?; LAP4 TOR yeast = 77[may fluoresce violet]; AGP1 TOR yeast = ?
Cc1cccc(NC(=O)C2C(c3ccccc3)C2(Cl)Cl)c1 (stereo unspecified) is listed as MEP2-GFP yeast = 93; VLA-4 inh = 8; CR mimetic SO = 113; RPL19A-GFP yeast = 102; GRK2 inh = 0; CIT2 TOR yeast = 101; LAP4 TOR yeast = 90; AGP1 TOR yeast = 96
